Screening results deposited in PubChem by National Center for Advancing Translational Sciences (NCATS).
Coupling enz – inhibits coupling enzyme system, counter-screen for aldolase hits | activity change, negative = inhibition, % at 58.2 µM, hits read low | actives 0.67% (n = 290,000) | coupling enzyme system counterscreen, AmpLite Red fluorescence; in the data active = activity change below about -30%; also: % is scaled to controls: 0 for no effect and ±100 for the full control effect
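Activity here indicates interference with the coupling reaction, not aldolase inhibition. Compounds at 57.5 uM final met coupling enzymes for 10 min at RT; substrate and AmpLite Red detection followed, with a 525/598 nm fluorescence read after 20 min.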
Menin-MLL TR inh – menin-MLL binding inhibition, Texas Red mutant peptide; O00255; Menin + Texas Red MLL mutant peptide, fluorescence polarization; Potency, µM (highest dose often 61.6 µM), for the others: at the top dose FP activity change, negative = inhibition, most hits filed as inhibitors; actives 0.23% (n = 270,000); active = well fitted inhibition curve with a large enough effect in the polarisation, with a control signal flat, not every such curve was filed as active; inconclusive = small, poorly fitted or top-dose-only effect, or effect the other way, or a change in a side signal; inactive = no such curve, though single readings can be large or run the other way; the % refers to the polarisation; also: potency is read from the fitted curve at half-maximal effect; % of control where 0% means no effect; many of its hits are not listed in these tables
Target sequence (O00255 whole entry, looked up): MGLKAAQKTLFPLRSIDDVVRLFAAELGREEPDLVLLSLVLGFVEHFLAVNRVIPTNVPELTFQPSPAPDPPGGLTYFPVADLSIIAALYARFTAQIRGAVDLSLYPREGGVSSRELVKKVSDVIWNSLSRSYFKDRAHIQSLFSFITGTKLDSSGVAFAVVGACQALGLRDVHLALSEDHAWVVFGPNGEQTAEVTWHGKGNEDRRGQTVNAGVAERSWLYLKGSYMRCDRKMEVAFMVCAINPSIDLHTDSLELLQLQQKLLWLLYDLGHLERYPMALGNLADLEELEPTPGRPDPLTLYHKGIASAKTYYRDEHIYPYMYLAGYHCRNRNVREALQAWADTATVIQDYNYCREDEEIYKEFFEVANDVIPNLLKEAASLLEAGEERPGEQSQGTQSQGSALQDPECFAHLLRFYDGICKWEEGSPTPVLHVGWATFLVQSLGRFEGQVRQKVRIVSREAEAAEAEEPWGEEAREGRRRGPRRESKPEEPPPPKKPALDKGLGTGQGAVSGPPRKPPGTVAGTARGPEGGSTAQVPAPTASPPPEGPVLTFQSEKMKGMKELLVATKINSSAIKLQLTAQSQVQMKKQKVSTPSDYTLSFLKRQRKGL
GALK inh – inhibitors of human galactokinase | P51570 | Purified GALK, Kinase-Glo residual ATP luminescence | Potency, µM (titrated, usually from 57.5 µM), for inactives: at the highest dose activity change, negative = inhibition, actives largely listed as inhibitors | actives 0.007% (n = 270,000) | AID 1868; also: potency is read from the fitted curve at half-maximal effect; % is scaled to controls: 0 for no effect and ±100 for the full control effect
Target sequence (P51570 whole entry, looked up): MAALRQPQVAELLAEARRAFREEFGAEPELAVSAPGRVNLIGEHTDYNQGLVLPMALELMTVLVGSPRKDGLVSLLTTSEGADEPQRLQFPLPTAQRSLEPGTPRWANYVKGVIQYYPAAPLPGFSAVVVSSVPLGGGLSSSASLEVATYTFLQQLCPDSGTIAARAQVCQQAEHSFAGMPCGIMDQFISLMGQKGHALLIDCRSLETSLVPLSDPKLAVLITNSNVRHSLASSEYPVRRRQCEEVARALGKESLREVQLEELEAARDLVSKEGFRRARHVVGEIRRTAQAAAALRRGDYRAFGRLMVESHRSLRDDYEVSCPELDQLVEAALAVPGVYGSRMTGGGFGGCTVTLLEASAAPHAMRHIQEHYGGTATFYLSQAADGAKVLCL
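Quantitative HTS: GALK 5 nM, ATP 35 uM, galactose 100 uM, 1 h room temperature, then luciferase-based ATP detection.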
Giardia kill – Giardia lamblia killing; Giardia lamblia trophozoite viability; activity change, % at 7.66 µM, hits read low; actives 0.15% (n = 340,000); in the data active = activity change below about -80%; inconclusive = between about -30% and that limit;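 also: parasites exposed to compound for two days anaerobically before the ATP read; % is scaled to controls: 0 for no effect and ±100 for the full control effect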
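Each well holds 100 Giardia trophozoites and compound. After two days (48 hrs) at 37 deg C in anaerobic conditions, ATP is quantified by luminescence.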
hERG WT inh – blocks the wildtype human KCNH2 potassium channel | U2OS, BacMam KCNH2, thallium flux FluxOr; stronger effect = lower value | activity change, % at 1.84 µM | actives 0.37% (n = 340,000) | AID 720551;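 active = maximum activity change below -70%; inconclusive = maximum activity change between -70% and -50%; inactive = maximum activity change above -50%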; also: % is scaled to controls: 0 for no effect and ±100 for the full control effect
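U2OS cells were transduced with wild-type KCNH2 virus (2.03 x 10^8 / mL) for 4 h at room temperature, then cultured overnight at 37 C. Thallium flux was read with FluxOr dye. Rate constants were normalized to DMSO controls.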
PKM2 act – increases activity of human pyruvate kinase M2 | P14618 | purified PKM2, Kinase-Glo ATP luminescence, activation; response scale: 0% is enzyme alone, no compound | Potency, µM (series often up to 57.5 µM), inactives show top-dose activation, actives largely listed as activators | actives 0.34% (n = 260,000); also: potency is read from the fitted curve at half-maximal effect; % is scaled to controls: 0 for no effect and ±100 for the full control effect; nearly all actives have a fitted effect of over 55% in size
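Kinase-Glo luminescence reports ATP generated from ADP (0.1 mM) and PEP (0.5 mM) by purified hPK-M2 after 1 h at room temperature, pH 7.2 imidazole buffer; intermediate enzyme activity allows detecting inhibitors and activators.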
B2AR arrestin – agonists driving beta-arrestin recruitment to human beta2-adrenergic receptor; P07550; actives 0.02% (n = 330,000); Potency, µM (top dose mostly 46.1 µM), for the others: top-dose activation, actives largely listed as activators; beta-arrestin recruitment to beta2AR, cell-based reporter;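 also: potency is read from the fitted curve at half-maximal effect; 0% = DMSO controls and full agonism = EC100 isoproterenol or metaproterenol; nearly all actives have a fitted effect of over 65% in size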
USP2a block – USP2a (human) protease inhibition. O75604. USP2 core, Ub-CHOP2 coupled fluorogenic reporter, 485/531. Potency, µM (highest dose often 38.3 µM), inactives show top-dose activity change, negative = inhibition, actives largely listed as inhibitors. actives 0.01% (n = 330,000). AID 463254;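 also: potency is read from the fitted curve at half-maximal effect; plate controls were DMSO wells for no effect and full inhibition by NEM control for full effect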
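Deubiquitinase activity read as fluorescence (485/531 nm) after Ub-CHOP2 cleavage activates the enterokinase reporter on its substrate; USP2 core 10nM, Ub-CHOP2 and substrate 25nM each, 30min compound preincubation then 60min RT; data normalized to NEM, curves fitted.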
CXXC DNA block – MLL CXXC-DNA interaction inhibition. MLL-CXXC / FITC-HOXA9 DNA fluorescence polarization. Potency, µM (highest dose often 115 µM), without a hit: at the highest dose activity change, negative = inhibition, hits mostly inhibitors. Q03164. actives 0.037% (n = 290,000); active = well fitted inhibition curve with a large enough effect in the polarisation, with a control signal flat, not every such curve was filed as active; inconclusive = small, poorly fitted or top-dose-only effect, or effect the other way, or a change in a side signal; inactive = no such curve, though single readings can be large or run the other way; the % refers to the polarisation; also: potency is read from the fitted curve at half-maximal effect
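Steps: dispense CXXC domain solution (7 uM) → pin compounds or unlabeled HOX-A9 DNA control → 5 min ambient → add FLSN-HOX-A9 solution (50 nM) → spin → 30 min ambient → fluorescence polarization. Tris pH 7.5/NaCl/DTT/BSA buffer.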
KCNH2 3.1 block – KCNH2 3.1 (human) potassium channel inhibition; actives 0.95% (n = 340,000); activity change, % (tested at about 1.8 µM); U2OS KCNH2 3.1, thallium flux FluxOr; stronger effect = lower value;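 active = maximum activity change below -70%; inconclusive = maximum activity change from -70% to -50%; inactive = maximum activity change above -50%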;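 also: thallium influx rate constant from kinetic fluorescence after stimulation buffer; % is scaled to controls: 0 for no effect and ±100 for the full control effect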
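FluxOr-based Tl+ influx in U2OS cells transduced with KCNH2 3.1 virus; rate constants normalized to DMSO controls.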
TRPV1 agonist – agonists of human vanilloid receptor 1 (TRPV1); AID 540275; activation, % at 8.33 µM; actives 0.19% (n = 320,000); TRPV1-expressing cells, Fluo-8 calcium influx, agonist mode; Q8NER1; in the data active = activation above about 80%; inconclusive = between about 30% and that limit; also: 0% is about no effect
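Fluo-8 calcium influx in TRPV1-expressing cells, kinetic read (ex 480/em 520 nm). Compound added and read 3 min for agonist activity, followed by capsaicin at EC20 final and 2 min further read for enhancement.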
Numbers without * were called inactive; ? = inconclusive; . = no result given; & = joins results of further samples; [ ] = dose if it differs, or a comment. Unless noted, calls follow the shape of the dose curve; as a rule, active = well fitted curve in the direction sought with a large enough effect; inconclusive = small, poorly fitted or top-dose-only effect, or another doubt; inactive = no such curve, though single readings can be large; an effect the other way counts as inactive or inconclusive. Some of the compounds tested. The share of hits here may be higher or lower than overall.

#	canonical_smiles	CXXC DNA block	Menin-MLL TR inh	KCNH2 3.1 block	Giardia kill	TRPV1 agonist	GALK inh	Coupling enz	B2AR arrestin	hERG WT inh	PKM2 act	USP2a block
1	CCOC(=O)Cc1nnc(Nc2cc(C)ccc2C)c2ccccc12	3%	-5%	.	15	-1	0%	-1	0.0%	-9	-11%	1%
2	Cc1nnc(N(CCC#N)CCC#N)s1	6%	11%	-1	0	1	7%	0	-0.5%	9	-4%	2%
3	O=C(CSc1cccc2cccnc12)N/N=C/c1ccc(F)cc1	7%	.	11	3	-3	.	-28	2.6%	-1	3%	-1%
4	Cc1ccc(C(=O)Nc2cccc(C(=O)NCc3ccco3)c2)cc1	-10%	14%	-10	14	-1	-5%	2	-0.5%	0	-1%	-1%
5	Cc1cccc(-c2noc(CCC(=O)NC3CCCCC3)n2)c1	11%	.	-20	-9	12	-2%	.	-0.2%	-8	-6%	2%
6	O=C(c1ccc2nc(N3CCOCC3)sc2c1)N1CCN(c2ccc(Cl)cc2)CC1	-3%	-10%	-12	-10	3	0%	-1	-0.1%	10	.	1%
7	O=C(COC(=O)c1ccc(S(=O)(=O)Nc2ccccc2)cc1)NCCN1C(=O)CSC1=O	-3%	-10%	2	-5	0	-1%	4	-1.0%	0	3%	2%
8	Cc1ccc(N(C)S(=O)(=O)c2cccc(C(=O)NCC(c3cccs3)N3CCOCC3)c2)cc1 (stereo not given)	.	.	2	-16	5	.	.	0.0%	23	.	-1%
9	Cc1ccc(Cl)cc1Nc1nc(-c2cccnc2)cs1	-5%	?	-12	-10	-2	-1%	-5	-1.0%	4	-11%	0%
10	O=C(c1cc2cc(Cl)ccc2[nH]1)N1CCN(c2ccc(F)cc2)CC1	22%	-1%	-20	8	3	0%	0	0.1%	1	.	1%
11	CC(=O)NC(C(=O)c1ccccc1)C(=O)c1ccccc1	.	.	32	-8	1	.	-10	-0.9%	-3	.	3%
12	COc1cc2c(cc1NC(=O)c1cccc([N+](=O)[O-])c1)oc1ccccc12	15%	?	-8	-3	0	0%	1	0.2%	7	-3%	2%
13	O=C(O)c1ccc(Sc2ccccn2)c([N+](=O)[O-])c1	18%	-2%	3	7	0	2%	12	0.0%	-8	4%	2%
14	O=C(NCc1cccs1)C1CCCN1C(=O)Nc1ccc(Cl)cc1 (stereo not given)	8%	-13%	.	.	-2	11%	0	-1.1%	.	2%	-1%
15	Cc1nnc(N2C(=O)C(O)=C(C(=O)c3ccco3)C2c2cccc([N+](=O)[O-])c2)s1 (stereo not given)	17%	.	7	-1	2	-3%	.	0.2%	-3	10%	-1%
16	CCN(CC(=O)NCc1cccs1)C(=O)C(c1ccccc1)c1ccccc1	1%	-17%	-11	-9	22	5%	3	-0.1%	-2	9%	3%
17	COc1cc([N+](=O)[O-])ccc1NC(=O)N1CCCCCC1	-4%	.	-5	8	2	3%	.	-0.3%	5	6%	-1%
18	Nc1nc(Nc2cccc3ccccc23)nc(C2CCCC2=O)n1 (stereo not given)	-2%	1%	.	.	2	4%	-4	-1.1%	.	4%	-3%
19	COc1nc(Nc2cccc(C(F)(F)F)c2)nc(OC)n1	10%	-5%	3	1	-2	-1%	-1	0.2%	-8	-2%	-1%
20	COc1cc2c3nnc(-c4ccc(F)cc4)c-3cn(Cc3ccc(C)cc3)c2cc1OC	?	-19%	-21	14	0	0%	-2	-0.3%	-18	-17%	17%
21	O=C(NC12CC3CC(CC(C3)C1)C2)N1CCN(C(=O)C2CCCO2)CC1 (stereo not given)	-1%	4%	32	-5	6	2%	-1	-0.3%	-6	0%	-1%
22	CCCc1nc2c(C)cc(-c3nc4ccccc4n3C)cc2n1Cc1ccc(-c2ccccc2C(=O)O)cc1	2%&1%	7%&5%	2	-26	4	-8%	3&8	-0.6%	-2	3%	-1%
23	O=C(NC1CCCC1)c1ccc2c(c1)N(Cc1ccc(F)cc1)CCS2	2%	-6%	6	-12	?	1%	-7	-0.6%	2	5%[0.46 µM]	0%
24	Cc1ccc(S(=O)(=O)N/N=C2\C(=O)C3(C)CCC2C3(C)C)cc1 (stereo not given)	-2%	-7%	11	5	1	0%	-2	-0.1%	13	-9%	1%
25	Cc1cc(C)n(C(=O)c2ccc(S(=O)(=O)N3CCOCC3)cc2)n1	-1%	1%	4	-6	1	1%	3	0.1%	0	1%	-1%
26	CCc1ccc(OCC(=O)N2CCN(c3ccccn3)CC2)c(Br)c1	2%	.	16	10	-1	5%	.	-0.3%	3	-10%	-1%
27	O=C(NNC(=O)c1ccccc1-n1cccc1)c1cccc(Cl)c1	0%	-16%	-24	11	4	-2%	1	-0.1%	2	-5%	2%
28	Cc1onc(-c2ccccc2)c1C(=O)N/N=C/c1cc(Br)c(Br)o1	2%	16%	7	-1	-3	.	-11	0.5%	23	-6%	0%
29	CC(C)(C)c1csc(NNC(=O)c2ccc(Br)cc2)n1	-5%	-12%	-4	7	80*	-1%	0	-0.2%	24	-5%	-6%
30	CC(C)COc1nc2ccccc2nc1C(C#N)C(=O)NC1CCCCC1 (stereo not given)	1%	-15%	-26	-5	-2	1%	1	0.2%	10	-14%	-2%
31	COc1ccc(S(=O)(=O)NC(C)C(=O)Nc2cccc([N+](=O)[O-])c2)cc1 (stereo not given)	-3%	3%	5	11	-2	2%	0	-1.2%	4	10%	0%
32	COc1cc2c(cc1OC)C(c1cccs1)NCC2 (stereo not given)	-3%	10%	36	-17	2	4%	3	0.0%	2	-4%	-4%
33	COc1ccc(-c2nc(-c3ccccc3)[nH]c(=O)c2C#N)cc1	-19%	-7%	17	26	-3	2%	2	0.4%	0	2%	0%
34	O=c1cc[nH]c2cc(Cl)ccc12	15%	-10%	11	-12	-2	.	1	-0.9%	-4	1%	1%

A draw from above in order of molecular weight, smallest number first.
#	canonical_smiles	CXXC DNA block	Menin-MLL TR inh	KCNH2 3.1 block	Giardia kill	TRPV1 agonist	GALK inh	Coupling enz	B2AR arrestin	hERG WT inh	PKM2 act	USP2a block
32	COc1cc2c(cc1OC)C(c1cccs1)NCC2 (stereo not given)	-3%	10%	36	-17	2	4%	3	0.0%	2	-4%	-4%
33	COc1ccc(-c2nc(-c3ccccc3)[nH]c(=O)c2C#N)cc1	-19%	-7%	17	26	-3	2%	2	0.4%	0	2%	0%
25	Cc1cc(C)n(C(=O)c2ccc(S(=O)(=O)N3CCOCC3)cc2)n1	-1%	1%	4	-6	1	1%	3	0.1%	0	1%	-1%
29	CC(C)(C)c1csc(NNC(=O)c2ccc(Br)cc2)n1	-5%	-12%	-4	7	80*	-1%	0	-0.2%	24	-5%	-6%
21	O=C(NC12CC3CC(CC(C3)C1)C2)N1CCN(C(=O)C2CCCO2)CC1 (stereo not given)	-1%	4%	32	-5	6	2%	-1	-0.3%	-6	0%	-1%
30	CC(C)COc1nc2ccccc2nc1C(C#N)C(=O)NC1CCCCC1 (stereo not given)	1%	-15%	-26	-5	-2	1%	1	0.2%	10	-14%	-2%
23	O=C(NC1CCCC1)c1ccc2c(c1)N(Cc1ccc(F)cc1)CCS2	2%	-6%	6	-12	?	1%	-7	-0.6%	2	5%[0.46 µM]	0%
31	COc1ccc(S(=O)(=O)NC(C)C(=O)Nc2cccc([N+](=O)[O-])c2)cc1 (stereo not given)	-3%	3%	5	11	-2	2%	0	-1.2%	4	10%	0%
26	CCc1ccc(OCC(=O)N2CCN(c3ccccn3)CC2)c(Br)c1	2%	.	16	10	-1	5%	.	-0.3%	3	-10%	-1%
20	COc1cc2c3nnc(-c4ccc(F)cc4)c-3cn(Cc3ccc(C)cc3)c2cc1OC	?	-19%	-21	14	0	0%	-2	-0.3%	-18	-17%	17%
28	Cc1onc(-c2ccccc2)c1C(=O)N/N=C/c1cc(Br)c(Br)o1	2%	16%	7	-1	-3	.	-11	0.5%	23	-6%	0%
22	CCCc1nc2c(C)cc(-c3nc4ccccc4n3C)cc2n1Cc1ccc(-c2ccccc2C(=O)O)cc1	2%&1%	7%&5%	2	-26	4	-8%	3&8	-0.6%	-2	3%	-1%
